High-throughput results deposited in PubChem by National Center for Advancing Translational Sciences (NCATS).
Gal4-VP16 FLuc – VP16 counterscreen qHTS for inhibitors of ROR gamma transcriptional activity | Potency, µM (highest dose often 53.6 µM), without a hit: at the top dose activity, negative = inhibition, most hits filed as inhibitors | Drosophila S2 Gal4-VP16 UAS-luciferase, luminescence, 20 h | actives 3.5% (n = 310,000) | AID 2546, 2010;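 further: Gal4-VP16 expression switched on by copper sulfate through the metallothionein promoter; potency means the concentration at half of the fitted maximal effect; on the % scale 0 is the no-effect control and ±100 the full control effect; nearly all actives have a fitted effect of over 50% in size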
KCNH2 3.1 block – qHTS for Inhibitors of KCHN2 3.1: Mutant qHTS; Potassium voltage-gated channel subfamily H member 2, brain isoform KCNH2 3.1 (human); U2OS KCNH2 3.1, thallium flux FluxOr; stronger effect = lower value; activity change, % (tested at about 1.8 µM); actives 0.95% (n = 340,000);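 active means maximum activity change below -70%; inconclusive means maximum activity change from -70% to -50%; inactive means maximum activity change above -50%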;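 further: thallium influx rate constant from kinetic fluorescence after stimulation buffer; on the % scale 0 is the no-effect control and ±100 the full control effect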
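Channel expression came from 3.1 mutant virus (1.77 x 10^8 /mL) applied to suspended U2OS cells for 4 h. Flux was tracked with FluxOr dye plus Red40 quencher, and kinetic rate constants normalized to controls.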
RORgamma inh – qHTS for inhibitors of ROR gamma transcriptional activity. actives 5.4% (n = 310,000). Potency, µM (doses to about 53.6 µM), inactives show at the top dose activity change, negative = inhibition, actives largely listed as inhibitors. Drosophila S2 Gal4-RORgamma UAS-luciferase reporter, 20 h. Nuclear receptor ROR-gamma (Mus musculus), P51450; further: potency means the concentration at half of the fitted maximal effect; on the % scale 0 is the no-effect control and ±100 the full control effect; nearly all actives have a fitted effect of over 60% in size
Target sequence (P51450 whole entry, looked up, the tested form may be a part): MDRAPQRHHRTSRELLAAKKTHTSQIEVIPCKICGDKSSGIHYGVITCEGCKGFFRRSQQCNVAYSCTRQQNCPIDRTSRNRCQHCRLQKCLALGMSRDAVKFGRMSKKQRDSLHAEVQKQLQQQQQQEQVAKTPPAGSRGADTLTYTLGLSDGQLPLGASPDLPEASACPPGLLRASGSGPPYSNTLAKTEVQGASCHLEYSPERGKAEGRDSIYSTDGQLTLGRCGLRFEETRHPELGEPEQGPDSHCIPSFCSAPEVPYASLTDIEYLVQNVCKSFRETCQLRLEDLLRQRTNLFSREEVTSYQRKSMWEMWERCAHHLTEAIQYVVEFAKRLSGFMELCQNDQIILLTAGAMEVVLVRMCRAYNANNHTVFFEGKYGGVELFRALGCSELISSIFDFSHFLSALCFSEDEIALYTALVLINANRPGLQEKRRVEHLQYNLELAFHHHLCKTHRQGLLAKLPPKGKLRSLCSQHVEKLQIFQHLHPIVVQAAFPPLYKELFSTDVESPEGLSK
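Compounds are pin-transferred onto Drosophila Schneider cells expressing a copper-inducible Gal4–ROR gamma transactivation domain fusion. After 1 hr, copper sulfate is added to 700 uM final; luciferase is read 20 hr later.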
Tb PFK inh – qHTS Assay to Find Inhibitors of T. brucei phosphofructokinase | actives 0.17% (n = 330,000) | ATP-dependent 6-phosphofructokinase (Trypanosoma brucei brucei), O15648 | AID 485367, 2010 | Potency, µM (highest dose often 57.5 µM), inactives show top-dose activity, negative = inhibition, actives largely listed as inhibitors | T. brucei PFK, ADP-Glo luminescence;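 further: potency means the concentration at half of the fitted maximal effect; 0% = uninhibited 1x PFK enzyme wells and -100% = no-enzyme wells; nearly all actives have a fitted effect of over 60% in size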
Target sequence (O15648 whole entry, looked up): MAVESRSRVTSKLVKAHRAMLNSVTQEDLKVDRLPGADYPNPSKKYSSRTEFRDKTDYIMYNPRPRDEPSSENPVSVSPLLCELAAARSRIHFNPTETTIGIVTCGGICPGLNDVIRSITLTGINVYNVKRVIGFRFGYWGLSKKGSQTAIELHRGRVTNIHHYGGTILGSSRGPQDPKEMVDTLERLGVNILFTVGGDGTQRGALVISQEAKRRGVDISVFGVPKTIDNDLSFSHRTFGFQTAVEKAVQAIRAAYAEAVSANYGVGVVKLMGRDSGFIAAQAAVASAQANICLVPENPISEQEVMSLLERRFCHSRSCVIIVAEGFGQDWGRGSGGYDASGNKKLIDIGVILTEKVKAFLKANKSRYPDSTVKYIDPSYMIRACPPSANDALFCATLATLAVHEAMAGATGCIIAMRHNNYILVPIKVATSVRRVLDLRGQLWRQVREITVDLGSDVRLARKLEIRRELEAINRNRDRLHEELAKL
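Luminescent ADP detection (ADP-Glo, two-step: ATP depletion then ADP-to-ATP conversion for luciferase) reported PFK activity after 45 min room-temperature reaction of 1.25 nM enzyme with 0.5 mM F6P and 0.1 mM ATP at pH 8.0.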
uPA generation – qHTS for Inhibitors of Cell Surface uPA Generation. cell surface uPA generation assay, qHTS. Potency, µM (top dose mostly 38.3 µM), without a hit: at the highest dose activity change, negative = inhibition, actives largely listed as inhibitors. actives 0.31% (n = 330,000); active means well fitted inhibition curve with a large enough effect; inconclusive means small, poorly fitted or top-dose-only effect; inactive means no such curve, though single readings can be large or run the other way; tested in mouse RAW 264.7 cells; further: potency means the concentration at half of the fitted maximal effect; on the % scale 0 is the no-effect control and ±100 the full control effect; nearly all actives have a fitted effect of over 55% in size
Coupling enz – qHTS Assay for Inhibitors of Fructose-1,6-bisphosphate Aldolase from Giardia Lamblia: Coupling assay counterscreen | coupling enzyme system counterscreen, AmpLite Red fluorescence | activity change, negative = inhibition, % at 58.2 µM, hits read low | actives 0.67% (n = 290,000); in the data active means activity change below about -30%; further: on the % scale 0 is the no-effect control and ±100 the full control effect
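Counterscreen lacking aldolase: glyceraldehyde-3-phosphate coupling-enzyme reagent preincubated 10 min at RT with compound (at 57.5 uM final), then substrate/coupling system with AmpLite Red added; fluorescence read at 525/598 nm after 20 min RT.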
Giardia killer – Small Molecules that selectively kill Giardia lamblia: qHTS; Giardia lamblia trophozoite viability; activity change, % at 7.66 µM, hits read low; actives 0.15% (n = 340,000); AID 540267, 2011; in the data active means activity change below about -80%; inconclusive means between about -30% and that limit;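 further: parasites exposed to compound for two days anaerobically before the ATP read; on the % scale 0 is the no-effect control and ±100 the full control effect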
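Viability, read as ATP luminescence: trophozoites at 100 cells/well, compound added, 48 hrs anaerobic at 37 deg C, then 15-30 min room-temperature development before reading.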
FLuc counter – qHTS profiling assay for firefly luciferase inhibitor/activator using purifed enzyme and Km concentrations of substrates (counterscreen for miR-21 project); Luciferin 4-monooxygenase (Photinus pyralis), P08659; purified FLuc, Km substrates, luminescence inhibition; Potency, µM (titrated, usually from 57.5 µM), for inactives: at the top dose activity change, negative = inhibition, usual class: inhibitors; actives 6.9% (n = 360,000); AID 588342, 2011;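 further: potency means the concentration at half of the fitted maximal effect; plate controls were vehicle for no effect and reference inhibitor for full effect; nearly all actives have a fitted effect of over 55% in size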
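Purified P. pyralis luciferase, 10 nM final, with Km-level 10 uM D-luciferin and 10 uM ATP in 50 mM Tris acetate pH 7.5, 10 mM Mg acetate, 0.01% Tween-20, 0.05% BSA; 6-point qHTS titration about 60 µM downward; luminescence read.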
NPC1 prom act – qHTS Assay for NPC1 Promoter Activators; Huh7 NPC1 promoter luciferase reporter, 24 h; Potency, µM (highest dose often 9.22 µM), without a hit: at the highest dose activation, actives largely listed as activators; actives 2.4% (n = 320,000); AID 485313, 2010;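 further: potency means the concentration at half of the fitted maximal effect; % of control where 0% means no effect; nearly all actives have a fitted effect of over 60% in size; reporter is driven by a mutant NPC1 promoter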
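Huh7 reporter cells (NPC1 promoter driving luciferase) are dosed with compound for 24 h at 37 °C, 5% CO2; luciferase detection reagent is then added and luminescence measured after 10 min at ambient temperature.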
ELG1 genotox – qHTS screen for small molecules that induce genotoxicity in human embryonic kidney (HEK293T) cells expressing luciferase-tagged ELG1; HEK293T ELG1-luciferase reporter, luminescence, 16 h; Potency, µM (highest dose often 46 µM), inactives show top-dose activity change, positive = activation, hits mostly activators; actives 1.3% (n = 330,000); AID 504466, 2011; further: potency means the concentration at half of the fitted maximal effect; % of control where 0% means no effect; nearly all actives have a fitted effect of over 60% in size
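DMSO vehicle served as control against compound-treated ELG1-luciferase HEK293T cells; exposure lasted 16 hr at 37 °C and 5% CO2, followed by ONE-Glo luminescence detection after 30 min.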
Rab9 promoter act – qHTS Assay for Rab9 Promoter Activators. Potency, µM (top dose mostly 9.22 µM), for inactives: at the top dose activation, negative = inhibition, hits mostly activators. actives 2.8% (n = 320,000). Huh7 Rab9 promoter-luciferase reporter, luminescence, 24 h; further: potency means the concentration at half of the fitted maximal effect; % of control where 0% means no effect; nearly all actives have a fitted effect of over 60% in size
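Luciferase signal after 10 min detection reagent at ambient indicates Rab9 promoter upregulation; stably transfected Huh7 cells were treated 24 h with compound in DMSO at 37 °C, 5% CO2.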
* marks the source's active call; other numbers are inactive results; u = inconclusive; x = no result given; & = joins results of further samples; [ ] = another dose, or the depositor's remark. Unless noted, the call rests on the fitted dose curve; in most records, active means well fitted curve in the direction sought with a large enough effect; inconclusive means small, poorly fitted or top-dose-only effect, or another doubt; inactive means no such curve, though single readings can be large; an effect the other way counts as inactive or inconclusive.

SMILES | Gal4-VP16 FLuc | KCNH2 3.1 block | RORgamma inh | Tb PFK inh | uPA generation | Coupling enz | Giardia killer | FLuc counter | NPC1 prom act | ELG1 genotox | Rab9 promoter act
Brc1ccc(CSc2nnc(-c3cnccn3)n2Cc2ccco2)cc1 | -5%[0.365 µM] | -14 | -27% | -7% | -7% | 1 | 0 | -2% | 1% | -26% | 3%
O=C(CSc1nc2ncc(Cl)cc2[nH]1)NC1CCS(=O)(=O)C1 (stereo not given) | 9% | -8 | 4% | -1% | 12% | -1 | 15 | -6% | -16% | 0% | -3%
Cc1cc(OC(C)C(=O)NC(Cc2c[nH]c3ccc(O)cc23)C(=O)O)c2c(C)c(C)c(=O)oc2c1 (stereo not given) | -3% | 0 | -3% | -1% | 3% | -11 | 6 | 4% | 0% | 4% | -5%
CCOc1cc(C(=O)N2CCC(CC3CC(c4ccc(Cl)cc4)=NO3)(C(=O)NCC3CCCCC3)CC2)cc(OCC)c1OCC (stereo not given) | 8% | x | 19% | 2% | 4% | -5 | -19 | 9% | -5% | -8% | -5%
O=C(NCC(=O)N1CCN(c2ccccc2F)CC1)c1ccco1 | 18% | -7 | 41% | 1% | -2% | -1 | -27 | 4% | -1% | 4% | 11%
Cc1cc(C)c(-c2csc(Cc3nc(-c4cc5ccccc5oc4=O)cs3)n2)cc1C | -10% | 6 | -5% | -3% | 1% | 1 | -15 | 4% | -13% | 0% | -21%
CC(=O)Nc1ccc(C(=O)CN2C(=O)NC3(CCCCCC3)C2=O)c(F)c1 | x | 11 | x | -1% | 4% | x | -5 | x | x | -2% | x
COc1ccccc1CNC(=O)c1ccc(OC(F)F)c(OC)c1 | 8% | -5 | u | -2% | 1% | -1 | 8 | 0% | -1% | 0% | -3%
Cc1c(-c2nc(N)nc(Nc3ccccc3F)n2)oc2ccccc12 | -3% | -10 | -1% | 0% | -7% | -7 | 6 | 3µM* | 1.6µM* | 4µM* | 0.89µM*
CC(OC(=O)CCCN=C1NS(=O)(=O)c2ccccc21)C(=O)Nc1ccccc1F (stereo not given) | x | 11 | x | 4% | 2% | x | -12 | 2% | 1% | -2% | -4%
COc1ccc(CNC(=O)c2cc(=O)c3cc(C)ccc3o2)cc1 | -11% | -3 | 7% | -22% | -3% | 2 | 15 | -3%&-4% | 3% | -1% | -5%
COc1ccc(-c2noc(N3CCC(C(=O)NCc4ccc(Cl)cc4)CC3)n2)cc1 | u | 4 | u | -1% | -8% | 0 | 10 | -5% | -3% | -2% | -9%
Cc1[nH]c2c(C)cccc2c1CCNC(=O)C1CCCCC1C(=O)OCC(F)(F)F (stereo not given) | 5% | 4 | 43% | 8% | -1% | -3 | 7 | 1% | 0% | -3% | -4%
COc1cccc(C(O)c2nc3ccccc3n2C(C)C)c1 (stereo not given) | 6% | 2 | -8% | 0% | 2% | 3 | -11 | 0% | 1% | -1% | -5%
Cc1ccc(NC(=O)COC(=O)CC2CC3CCC2C3)cc1S(=O)(=O)N1CCOCC1 (stereo not given) | x | -5 | x | -6% | -2% | x | 0 | x | x | 0% | x
CSc1nc(O)c(N=Nc2ccc(F)cc2F)c(=O)[nH]1 | 10µM* | 1 | u | 1% | -3% | -3 | -22 | 0.85µM* | u | u | 26%[1.84 µM]
Cc1cc2c(cc(C(=O)OCC(=O)NCc3cccs3)n2C(C)C)o1 | x | u | 24%[0.365 µM] | -10% | u | -3 | -2 | 4% | -22% | u | -18%
COc1cccc(-c2cc(C(=O)N3CC4(C)CC3CC(C)(C)C4)no2)c1 (stereo not given) | -16% | -20 | 6% | 0% | 22% | 1 | -18 | 3% | -2% | -4% | -7%
Cc1ccc(NC(=O)C2CCCN(S(=O)(=O)c3c(C)noc3C)C2)cc1 (stereo not given) | -11% | -1 | 27% | 7% | 5% | 1 | -7 | 1%&-3% | -2% | -3% | -7%
O=C(O)c1cccc(Nc2ccc3nonc3c2[N+](=O)[O-])c1 | x | 0 | x | 1% | 15% | 1 | 18 | 2% | 1% | 0% | 6%
CCOC(=O)N1CCN(C(=O)CN2C(=O)COc3ccc(C)cc32)CC1 | -1% | 0 | u | 0% | 2% | 3 | -22 | 3% | 1% | -4% | -5%
COC(=O)c1sccc1NC(=O)Nc1ccccc1C | -1% | -3 | 24% | -4% | 2% | x | -15 | 4% | -7% | 12% | -6%
CCN(CC)S(=O)(=O)c1ccc2c(c1)nc(CCC(=O)Nc1cccc(C(F)(F)F)c1)n2CC | -9% | -13 | 11% | -1% | 7% | 0 | -1 | -1% | 2% | -10% | 2%
CCN1CCN(CCNC(=O)c2ccc3nc(-c4cccc(C)c4)c(-c4cccc(C)c4)nc3c2)CC1 | u | 0 | u | -4% | 1% | x | 4 | 0% | -4% | 4% | -5%
C=CCn1c(C)cc(C(=O)CSc2nnc(-c3cccc(S(=O)(=O)N(CC)CC)c3)o2)c1C | 2% | 3 | 16% | 5% | 2% | 0 | -15 | u | 0% | -1% | 1%
O=C(COc1coc(CN2CCN(c3ccccc3)CC2)cc1=O)NCC1CCCO1 (stereo not given) | x | 6 | x | -1% | 1% | x | -10 | 1% | 1% | 0% | 0%
O=C(O)CSc1nccc2ccccc12 | -9% | -9 | -8% | 5% | -2% | 5 | -20 | u | -3% | -1% | 12%
CSc1nc2[nH]ncc2c(=O)[nH]1 | -14% | -6 | -4% | -1% | 0% | -2 | 29 | 1% | -2% | -1% | -6%
Cc1ccc(-n2c(C)nc3c(cnn3-c3ccc(F)cc3)c2=O)cc1C | 6.3µM* | x | u | -1% | 0% | 1 | 9 | -3% | -1% | -14% | -12%
CCSc1nnc(NC(=O)CSc2nnc(C)c(=O)n2N)s1 | -13% | -2 | 6% | 4% | 0% | -3 | -5 | -13% | 2% | 1% | -2%
Cn1c(CSc2nc3ccccc3n2C)nc2ccccc21 | -23% | -5 | 10µM* | 1% | 2% | x | 9 | u | 15% | 0% | 18%
CCOc1ccc(NC(=O)CSc2nc(=O)n(CCCN3CCOCC3)c3c2CCC3)cc1 | x | 4 | x | 0% | -2% | x | -3 | 4% | -1% | 3% | -4%
COc1ccc(N(CC(=O)Nc2cccc(C)c2C)S(=O)(=O)c2c(C)[nH]c(=O)[nH]c2=O)cc1 | -15% | -13 | 9% | -1% | -1% | 2 | -8 | 5% | -10% | -2% | -3%
COc1ccc(CN2CCCC(N3CCN(c4ccc(OC)cc4)CC3)C2)cc1 (stereo not given) | -10% | 9 | -13% | -1% | 0% | 0 | -23 | 1% | -7% | -5% | -5%
CCOc1ccc(C(=O)N2CCN(c3ccccc3)CC2)cc1OCC | 0% | -4 | -27% | 4% | -4% | 2 | -2 | 4% | -1% | -1% | -10%
COC(=O)c1cccc(-n2c(C)cc(C=O)c2C)c1C | 8% | -2 | 1% | 0% | 4% | -1 | -9 | 0% | 21% | 15% | u
CCc1ccc(C2=NN(S(C)(=O)=O)C(c3cccs3)C2)cc1 (stereo not given) | 9% | -7 | -12% | -5% | x | -1 | -3 | 2.4µM* | 1µM* | 3.3µM* | 1.6µM*
O=C(CN1C(=O)CCC1=O)NCC12CC3CC(CC(C3)C1)C2 | -3% | 12 | 29% | x | -4% | 0 | 12 | 0% | x | x | x
Cc1ccc(OCC(=O)N/N=C/C=C/c2ccco2)cc1 | u | 9 | -4% | 0% | -4% | -2 | -4 | 19µM* | -2% | -1% | -5%
Cc1ccc(-c2nnn(CC(=O)NCc3ccccc3)n2)c(-n2cnnn2)c1 | -6% | -6 | -26% | -3% | -6% | 5 | -7 | 0% | -1% | -1% | -4%
CCn1c(COc2cccc(C)c2C)nnc1SCC(=O)N1CCN(c2ccc(OC)cc2)CC1 | 0.89µM* | -19 | 11% | -11% | -6% | 0 | 19 | -2% | -9% | 0% | -15%
CCC(=O)N(CCN1CCOCC1)Cc1cc2cc3c(cc2nc1Cl)OCO3 | -12% | 19 | u | 3% | -3% | -1 | -1 | 1% | -6% | -4% | -16%
ONc1cccnc1-n1nc(C(F)(F)F)cc1C(F)(F)F | -5%[10 µM] | x | 11% | -1% | x | -29 | x | -20% | -1% | -6% | 0%
Cc1cccc(NC(=O)c2ccc3c(c2)OCCO3)n1 | u | -21 | u | -4% | -10% | x | -10 | 9.5µM* | 1.4µM* | u | 1.3µM*
O=C(c1ccc(F)cc1)C1CCN(S(=O)(=O)c2ccccc2)CC1 | -9% | -12 | 11% | -6% | 1% | 1 | 4 | 0% | -3% | -2% | -4%
